Screens: PubChem, several laboratories
rCAG RNA binder: binders of r(CAG) RNA repeats, primary screen, biochemical, fluorescence; AID 651821, 2012; 370,000 compounds, 1.3% hits; inhibition, % at 3 µM; r(CAG) RNA repeat, TO-PRO-1 dye displacement fluorescence;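 active = inhibition above the plate cutoff, the mean of all test compounds on that plate plus 3 SD, cut at about 35% in these data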;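 also: 0% = DMSO alone and 100% = 100 µM mitoxantrone as full dye displacement; higher means more dye released from RNA so lower well fluorescence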
Rev-erbA mod: modulators of Rev-erb alpha DNA binding, primary screen, biochemical, FITC-DNA, fluorescence polarization, uHTS; Nuclear receptor subfamily 1 group D member 1 (Homo sapiens), P20393; Rev-erbα–FITC-DNA binding, 90 min; activity, % at 10 µM; 370,000 compounds, 0.79% hits; AID 1259318, 2017;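 active = activity above about 14%, limit read from the data; passing the limit was not always enough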;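 also: 0% = DMSO wells with 35 nM protein and 100% = DMSO wells with 750 nM protein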
HTRA1 inhibitor: HTRA1 serine protease inhibitors, primary screen, biochemical, fluorescence polarization, HTS. Q92743. recombinant HTRA1, FP-rhodamine activity-based probe. 340,000 compounds, 0.5% hits. inhibition, % at 5.96 µM; in the data active = inhibition above about 36%;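 also: 0% = enzyme with DMSO and 100% = wells lacking enzyme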
NPR2 activator: human GC-B receptor activators, primary screen, HEK293 GC-B cells, cGMP TR-FRET, EC30 CNP. 0% at EC30 CNP, 100% saturating CNP. activation, % at 10 µM. 370,000 compounds, 0.11% hits. AID 1920062, 2024;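 active = activation at 10 µM reaching about 35% in either raw or pattern-adjusted values, limit read from the data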
Target sequence (P20594 whole entry, looked up): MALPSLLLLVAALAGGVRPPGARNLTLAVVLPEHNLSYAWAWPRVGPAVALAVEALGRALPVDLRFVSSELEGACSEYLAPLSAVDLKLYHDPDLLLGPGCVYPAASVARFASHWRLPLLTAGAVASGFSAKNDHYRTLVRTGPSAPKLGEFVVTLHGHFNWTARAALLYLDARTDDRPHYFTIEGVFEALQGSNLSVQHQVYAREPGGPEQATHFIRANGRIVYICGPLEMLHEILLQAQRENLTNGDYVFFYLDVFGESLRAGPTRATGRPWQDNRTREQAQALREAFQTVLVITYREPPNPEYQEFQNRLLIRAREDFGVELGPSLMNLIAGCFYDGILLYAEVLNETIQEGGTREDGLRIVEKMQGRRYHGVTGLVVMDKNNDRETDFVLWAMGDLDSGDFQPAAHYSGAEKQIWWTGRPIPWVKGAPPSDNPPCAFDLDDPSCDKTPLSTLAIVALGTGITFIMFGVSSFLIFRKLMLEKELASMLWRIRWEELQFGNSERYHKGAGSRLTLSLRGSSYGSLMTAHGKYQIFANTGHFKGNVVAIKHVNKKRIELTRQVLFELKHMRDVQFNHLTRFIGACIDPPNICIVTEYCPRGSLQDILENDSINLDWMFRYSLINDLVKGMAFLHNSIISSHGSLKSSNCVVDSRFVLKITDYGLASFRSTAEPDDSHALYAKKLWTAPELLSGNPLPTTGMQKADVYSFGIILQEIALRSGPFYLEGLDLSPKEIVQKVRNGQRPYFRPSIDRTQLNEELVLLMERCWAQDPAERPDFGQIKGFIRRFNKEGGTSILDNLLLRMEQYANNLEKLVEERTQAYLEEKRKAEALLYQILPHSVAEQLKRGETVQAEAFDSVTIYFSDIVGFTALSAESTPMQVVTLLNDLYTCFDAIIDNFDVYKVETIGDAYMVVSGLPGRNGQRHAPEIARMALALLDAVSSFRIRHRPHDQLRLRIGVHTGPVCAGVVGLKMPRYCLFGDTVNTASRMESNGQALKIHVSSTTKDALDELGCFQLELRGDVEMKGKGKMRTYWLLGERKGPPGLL
ABHD4 inh: ABHD4 inhibitors, primary screen, biochemical, fluorescence polarization, mouse. (Lyso)-N-acylphosphatidylethanolamine lipase (Mus musculus), Q8VD66. purified mABHD4, FP-Rh probe fluorescence polarization. inhibition, % at 8.92 µM. 370,000 compounds, 0.54% hits. AID 720543, 2013;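 active = inhibition exceeding the mean over every tested compound plus 3 SD, cut at about 30% in these data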;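 also: 0% = plate median of compound wells and 100% = S159A mutant with DMSO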
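Material: mouse ABHD4 enzyme, wild type; Benchmarks: S159A mutant high control, sample median low control; Buffer or medium: HEPES pH 7.0, NaCl, Pluronic buffer; Signal: fluorescence polarization; Read-out: percent inhibition of probe binding, normalized to plate controls; Timing: pre-incubation 45 min, probe exposure 60 min, at 25 °C; Dosing: 8.92 µM, single dose.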
ARFGAP1 inh: inhibitors of rat ARFGAP1 GAP activity, primary screen, biochemical, fluorescence polarization, GDP tracer; ADP-ribosylation factor GTPase-activating protein 1 (Rattus norvegicus), Q62848; Arfgap1-stimulated ARF1 GTP hydrolysis, GDP FP detection; inhibition, % at 16.5 µM; 360,000 compounds, 0.26% hits; AID 651572, 2012;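 active = inhibition above a per-plate limit, mean inhibition of low control wells plus 3 SD, cut at about 25% in these data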;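 also: 0% = DMSO wells with enzyme and 100% = wells lacking Arfgap1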
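Replicates: Single well per compound | Assay system: Truncated rat Arfgap1 GAP domain | Control set: No-Arfgap1 wells (100%) versus DMSO full-reaction wells (0%) | Times: Enzyme reaction 120 min at 25 °C after 20 min preincubation | Reagent: Human ARF1(Δ1-17)-GTP substrate | Measured by: Tracer-displacement fluorescence polarization with EDTA stop, 620/688 nm | Measure: Percent inhibition of Arfgap1-stimulated GTP hydrolysis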
ASAP1 GAP inh: inhibitors of human ASAP1 ArfGAP activity, primary screen, biochemical, fluorescence polarization; Arf-GAP with SH3 domain, ANK repeat and PH domain-containing protein 1 (Homo sapiens), …; ASAP1-stimulated ARF1 GTP hydrolysis, GDP FP detection; inhibition, % at 16.5 µM; 360,000 compounds, 0.19% hits; in the data active = inhibition above about 25%;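 also: 0% = vehicle with enzyme and substrate and 100% = no enzyme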
GC-A act: GC-A stimulated cGMP production enhancers – HEK293 GC-A cells, cGMP TR-FRET, EC30 ANP, primary screen | 0% at EC30 ANP, 100% saturating ANP | activation, % at 10 µM | 370,000 compounds, 0.14% hits | Atrial natriuretic peptide receptor 1 (Homo sapiens), P16066 | AID 1671463, 2021; in the data active = activation above about 40%
PG9 binder: binders of HIV-1 gp120 antibody PG9, primary screen, biochemical, TR-FRET; TR-FRET gp120-PG9 antibody binding; 360,000 compounds, 0.43% hits; inhibition, % at 6.7 µM; AID 624416, 2012; in the data active = inhibition above about 8.5%
SMARCA2 activ: SMARCA2 (BRM) function activators, primary screen, cell-based, luminescence, high throughput | MG213 cells, MMTV-luciferase reporter, dexamethasone, overnight | activation, % at 9.1 µM | 370,000 compounds, 1% hits | AID 652017, 2013; in the data active = activation above about 7.8%;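 also: 0% = vehicle wells and 100% = reference activator wells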
* = called active by the depositor; & = joins results of further samples.

CC(=O)Nc1c(Cl)cc2c(c1Cl)C(=O)c1ccccc1-2 was read as rCAG RNA binder 3, Rev-erbA mod 1, HTRA1 inhibitor 4, NPR2 activator 1, ABHD4 inh 6, ARFGAP1 inh 9, ASAP1 GAP inh 8, GC-A act 4, PG9 binder 0.0 and SMARCA2 activ 1.
Screening O=C(CSc1nc(=O)n(CCN2CCOCC2)c2c1CCCC2)Nc1ccccc1Cl returned rCAG RNA binder 1, Rev-erbA mod 2, HTRA1 inhibitor 11, NPR2 activator 1, ABHD4 inh 0, ARFGAP1 inh 1, ASAP1 GAP inh -13, GC-A act 2, PG9 binder -0.9 and SMARCA2 activ -6.
COc1cccc(CNC(=O)C2CCN(S(=O)(=O)c3c(C)nn(C)c3C)CC2)c1 was read as rCAG RNA binder 0, Rev-erbA mod 0, HTRA1 inhibitor -5, NPR2 activator 0, ABHD4 inh -2, ARFGAP1 inh -6, ASAP1 GAP inh 3, GC-A act 0, PG9 binder 1.2 and SMARCA2 activ -2.
For CC(=O)C1CCC2C3CC(O)C4=CC(=O)CCC4(C)C3C(=O)CC12C (stereo unspecified) the results were rCAG RNA binder 0, Rev-erbA mod 3, HTRA1 inhibitor 5, NPR2 activator 3, ABHD4 inh 1, ARFGAP1 inh -15, ASAP1 GAP inh 3, GC-A act 2, PG9 binder -0.7 and SMARCA2 activ -3.
`O=C(Nc1ccccc1)N1CCc2ccccc21` gave rCAG RNA binder 1, Rev-erbA mod 2, HTRA1 inhibitor -7, NPR2 activator -2, ABHD4 inh 6, ARFGAP1 inh -3, ASAP1 GAP inh 4, GC-A act -3, PG9 binder 0.6 and SMARCA2 activ 3.
COc1ccc(CCn2c(C)cc(C(=O)CSc3nnnn3-c3ccccc3)c2C)cc1OC was read as rCAG RNA binder 2, Rev-erbA mod 13, HTRA1 inhibitor -8, NPR2 activator 4, ABHD4 inh 0, ARFGAP1 inh 9, ASAP1 GAP inh -4, GC-A act 0, PG9 binder -1.1 and SMARCA2 activ 4.
`O=C(NCc1ccccc1)c1ccc(S(=O)(=O)Nc2cccc(C(F)(F)F)c2)cc1` gave rCAG RNA binder 25, Rev-erbA mod 3, HTRA1 inhibitor -31, NPR2 activator 0, ABHD4 inh -25, ARFGAP1 inh 2, ASAP1 GAP inh 0, GC-A act -4, PG9 binder -1.5 and SMARCA2 activ -1.
Cc1cccc(C)c1NC(=O)CSc1nnc(-c2ccco2)n1N was read as rCAG RNA binder 2, Rev-erbA mod -3, HTRA1 inhibitor 5, NPR2 activator 7, ABHD4 inh 3, ARFGAP1 inh 11, ASAP1 GAP inh -10, GC-A act 3, PG9 binder -0.2 and SMARCA2 activ 5.
Cc1ccc(-c2csc(Cc3nc(-c4cc5ccccc5oc4=O)cs3)n2)cc1 was read as rCAG RNA binder 6, Rev-erbA mod -5, HTRA1 inhibitor -16, NPR2 activator 4, ABHD4 inh 2, ARFGAP1 inh 0, ASAP1 GAP inh 7, GC-A act 0, PG9 binder 0.2 and SMARCA2 activ 1.
For CNC(=O)c1ccc(-c2ccc(OC)cc2)s1 the results were rCAG RNA binder -2, Rev-erbA mod -2, HTRA1 inhibitor -5, NPR2 activator -5, ABHD4 inh -4, ARFGAP1 inh -5, ASAP1 GAP inh 4, GC-A act 3, PG9 binder -1.4 and SMARCA2 activ 4.
For Cc1ccc(C(=O)Nc2cccc(C(=O)O)c2)cc1 the results were rCAG RNA binder -1, Rev-erbA mod -1, NPR2 activator 4, ABHD4 inh -3, ARFGAP1 inh 1, ASAP1 GAP inh -12, GC-A act -1, PG9 binder -0.9 and SMARCA2 activ 2.
`CCOC(=O)c1ccc(CN(Cc2ccc(C)cc2)S(=O)(=O)c2cccc([N+](=O)[O-])c2)cc1` gave rCAG RNA binder 3, Rev-erbA mod 1, HTRA1 inhibitor -5, NPR2 activator -1, ABHD4 inh 6, ARFGAP1 inh -8, ASAP1 GAP inh -15, GC-A act 3, PG9 binder -0.5 and SMARCA2 activ -3.
`COC(=O)[C@]12C[C@H](CC(=O)NCc3cccc4ccccc34)C(=O)N(Cc3cccc4ccccc34)C1=C[C@H](C1CCCC1)O[C@@H]2C` gave rCAG RNA binder 10, Rev-erbA mod 5, NPR2 activator -1, ABHD4 inh -13, GC-A act -3 and SMARCA2 activ -3.
O=C(Nc1cccc(S(=O)(=O)Nc2ccc(Cl)cc2)c1)c1ccccn1 was read as rCAG RNA binder 16, Rev-erbA mod -7, HTRA1 inhibitor -17, NPR2 activator -5, ABHD4 inh -9, ARFGAP1 inh 1, ASAP1 GAP inh 11, GC-A act -1, PG9 binder -0.2 and SMARCA2 activ -4.
Screening CCC(=O)NC1(C(F)(F)F)C(=O)Nc2c1c(=O)[nH]c(=O)n2CC(C)C (stereo unspecified) returned rCAG RNA binder 3, Rev-erbA mod 4, HTRA1 inhibitor -2, NPR2 activator 0, ABHD4 inh 1, ARFGAP1 inh 3, ASAP1 GAP inh 5, GC-A act 2, PG9 binder -2.0 and SMARCA2 activ -1.
For COc1cc(C(C)=O)ccc1OCC(=O)Nc1ccc2nc(C)sc2c1 the results were rCAG RNA binder 0, Rev-erbA mod 5, HTRA1 inhibitor -2, NPR2 activator 11, ABHD4 inh 3, ARFGAP1 inh -1, ASAP1 GAP inh 8, GC-A act 5, PG9 binder -1.3 and SMARCA2 activ -1.
O=C(NCCc1ccccc1)c1ccccc1NS(=O)(=O)N1CCCC1 was read as rCAG RNA binder 2, Rev-erbA mod -3, HTRA1 inhibitor -12, NPR2 activator -3, ABHD4 inh -6, ARFGAP1 inh 9, ASAP1 GAP inh 14, GC-A act -4, PG9 binder -2.9 and SMARCA2 activ 4.
Cc1ccc(CNC(=O)c2ccc(F)c(S(=O)(=O)N3CCOCC3)c2)cc1 was read as rCAG RNA binder 0, Rev-erbA mod 4, HTRA1 inhibitor -9, NPR2 activator -4, ABHD4 inh -5, ARFGAP1 inh 6, ASAP1 GAP inh -6, GC-A act -1, PG9 binder 0.5 and SMARCA2 activ -1.
For COCCNc1nc(Nc2ccc(C)cc2C)c2sccc2n1 the results were rCAG RNA binder 1, Rev-erbA mod -3, NPR2 activator 2, ABHD4 inh 8, ARFGAP1 inh 3, ASAP1 GAP inh -4, GC-A act 3, PG9 binder -0.9 and SMARCA2 activ -2.
Screening COc1cc(/C=N/NS(=O)(=O)c2ccc(C)c([N+](=O)[O-])c2)ccc1O returned rCAG RNA binder 4, Rev-erbA mod -4, HTRA1 inhibitor 8, NPR2 activator 8, ABHD4 inh 7, ARFGAP1 inh 17, ASAP1 GAP inh 17, GC-A act 1, PG9 binder -2.1 and SMARCA2 activ -2.
`O=C(O)CC(NC(=O)c1ccco1)c1ccco1` (stereo unspecified) gave rCAG RNA binder -2, Rev-erbA mod 0, HTRA1 inhibitor -1, NPR2 activator -2, ABHD4 inh 6, ARFGAP1 inh 17, ASAP1 GAP inh 9, GC-A act 1, PG9 binder -0.1 and SMARCA2 activ 0.
Cc1ccc(-c2csc3nc(C)n(N)c(=O)c23)o1 was read as rCAG RNA binder 0, Rev-erbA mod -1, HTRA1 inhibitor -5, NPR2 activator -5, ABHD4 inh 4, ARFGAP1 inh -4, ASAP1 GAP inh -10, GC-A act 4, PG9 binder 0.3 and SMARCA2 activ 1.
Screening CN(C)CCOC(=O)C1(c2ccccc2)CCOCC1 returned rCAG RNA binder -4&-1, Rev-erbA mod -2&-1, HTRA1 inhibitor 3&1, NPR2 activator 8&4, ABHD4 inh 0&4, ARFGAP1 inh -2&15, ASAP1 GAP inh -1&8, GC-A act 5&1, PG9 binder -1.1&0.1 and SMARCA2 activ 1&2.
For O=C(NCC(c1cccnc1)N1CCOCC1)c1ccco1 (stereo unspecified) the results were rCAG RNA binder 3, Rev-erbA mod -1, HTRA1 inhibitor 7, NPR2 activator 2, ABHD4 inh 5, ARFGAP1 inh 0, ASAP1 GAP inh 7, GC-A act 2, PG9 binder -1.2 and SMARCA2 activ 0.
For COc1cc2nc(CN(C)Cc3ccc(F)cc3)[nH]c(=O)c2cc1OC the results were rCAG RNA binder -3, Rev-erbA mod -1, HTRA1 inhibitor 6, NPR2 activator -6, ABHD4 inh 0, ARFGAP1 inh 1, ASAP1 GAP inh 12, GC-A act 0, PG9 binder 1.3 and SMARCA2 activ -3.
N#CC1=C(N)Oc2nc(-c3ccccc3)[nH]c2C1c1cccnc1 (stereo unspecified) was read as rCAG RNA binder 2, Rev-erbA mod 4, HTRA1 inhibitor 3, NPR2 activator -9, ABHD4 inh -4, ARFGAP1 inh 5, ASAP1 GAP inh 7, GC-A act -7, PG9 binder 0.3 and SMARCA2 activ 0.
For Cc1ccc(CN2C(=O)CN(S(C)(=O)=O)CC2(C)C(=O)NC(C)C)cc1 (stereo unspecified) the results were rCAG RNA binder 1, Rev-erbA mod -12, NPR2 activator -1, ABHD4 inh 1, ARFGAP1 inh -11, ASAP1 GAP inh 12, GC-A act -1, PG9 binder 4.5 and SMARCA2 activ -1.
Cc1ccc(-c2cc(C(=O)NC3=NCCS3)c3ccccc3n2)cc1C was read as rCAG RNA binder 12, Rev-erbA mod 2, HTRA1 inhibitor -39, NPR2 activator 3, ABHD4 inh -24, ARFGAP1 inh -12, ASAP1 GAP inh 0, GC-A act 5, PG9 binder 0.3 and SMARCA2 activ 0.
`Cc1ccc(NC(=O)CSC(C)c2nc3ccccc3c(=O)[nH]2)cc1` (stereo unspecified) gave rCAG RNA binder -4, Rev-erbA mod 8, HTRA1 inhibitor -4, NPR2 activator -4, ABHD4 inh 9, ARFGAP1 inh 2, ASAP1 GAP inh -6, GC-A act -4, PG9 binder 1.3 and SMARCA2 activ -2.
CCCC(CCC)C(=O)Nc1cccc(-c2cn3c(n2)SCC3)c1 was read as rCAG RNA binder 3, Rev-erbA mod -2, HTRA1 inhibitor -1, NPR2 activator 2, ABHD4 inh -4, ARFGAP1 inh 15, ASAP1 GAP inh 0, GC-A act -1, PG9 binder -1.4 and SMARCA2 activ 1.
For CCCCCCN1CCS(=O)(=O)N(Cc2ccc(OC)cc2)C(C(=O)OC)C1 (stereo unspecified) the results were rCAG RNA binder -1, Rev-erbA mod -1, NPR2 activator 4, ABHD4 inh 3, GC-A act 1 and SMARCA2 activ -2.
